From PubChem BioAssay
Rev-erbA mod: modulators of Rev-erb alpha DNA binding, primary screen, biochemical, FITC-DNA, fluorescence polarization, uHTS; Nuclear receptor subfamily 1 group D member 1 (Homo sapiens), P20393; activity, % at 10 µM; Rev-erbα–FITC-DNA binding, 90 min; 370,000 tested, 0.79% active;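 active = activity above about 14%, limit read from the data; passing the limit was not always enough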;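 also: 0% = DMSO wells with 35 nM protein and 100% = DMSO wells with 750 nM protein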
ABHD4 inh: ABHD4 inhibitors, primary screen, biochemical, fluorescence polarization, mouse; (Lyso)-N-acylphosphatidylethanolamine lipase (Mus musculus), Q8VD66; purified mABHD4, FP-Rh probe fluorescence polarization; 370,000 tested, 0.54% active; inhibition, % at 8.92 µM;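 active = inhibition exceeding the mean over every tested compound plus 3 SD, cut at about 30% in these data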;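 also: 0% = plate median of compound wells and 100% = S159A mutant with DMSO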
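system = mouse ABHD4 enzyme, wild type | medium = HEPES pH 7.0, NaCl, Pluronic buffer | also added = FP-Rh probe | incubation = Enzyme–compound pre-incubation 45 min, then probe 60 min, both 25 °C | technique = fluorescence polarization, excitation 525 nm, emission 598 nm, BODIPY TMR filters | controls = S159A mutant high control, sample median low control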
GC-B act: human GC-B receptor activators, primary screen, HEK293 GC-B cells, cGMP TR-FRET, EC30 CNP. Atrial natriuretic peptide receptor 2 (Homo sapiens), P20594. 0% at EC30 CNP, 100% saturating CNP. activation, % at 10 µM. 370,000 tested, 0.11% active. AID 1920062, 2024;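 active = activation at 10 µM reaching about 35% in either raw or pattern-adjusted values, limit read from the data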
ARFGAP1 inh: inhibitors of rat ARFGAP1 GAP activity, primary screen, biochemical, fluorescence polarization, GDP tracer | Arfgap1-stimulated ARF1 GTP hydrolysis, GDP FP detection | inhibition, % at 16.5 µM | 360,000 tested, 0.26% active | AID 651572, 2012;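 active = inhibition above a per-plate limit, mean inhibition of low control wells plus 3 SD, cut at about 25% in these data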;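 also: 0% = DMSO wells with enzyme and 100% = wells lacking Arfgap1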
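Material: rat Arfgap1 catalytic domain, aa 1-136; also added: human ARF1(Δ1-17)-GTP substrate; compound dosing: one concentration, 16.5 µM, DMSO 1.26%; incubation: GTP hydrolysis reaction 2 h at 25 °C; measured by: Tracer-displacement fluorescence polarization with EDTA stop, 620/688 nm; evaluation: % inhibition from polarization; repeats: one replicate per compound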
PG9 Ab binder: binders of HIV-1 gp120 antibody PG9, primary screen, biochemical, TR-FRET; 360,000 tested, 0.43% active; inhibition, % at 6.7 µM; AID 624416, 2012; TR-FRET gp120-PG9 antibody binding; HIV-1 gp120 / PG9 antibody interaction; in the data active = inhibition above about 8.5%
NPR1 activator: GC-A stimulated cGMP production enhancers – HEK293 GC-A cells, cGMP TR-FRET, EC30 ANP, primary screen. 370,000 tested, 0.14% active. 0% at EC30 ANP, 100% saturating ANP. activation, % at 10 µM. AID 1671463, 2021; in the data active = activation above about 40%
Target sequence (P16066 whole entry, looked up): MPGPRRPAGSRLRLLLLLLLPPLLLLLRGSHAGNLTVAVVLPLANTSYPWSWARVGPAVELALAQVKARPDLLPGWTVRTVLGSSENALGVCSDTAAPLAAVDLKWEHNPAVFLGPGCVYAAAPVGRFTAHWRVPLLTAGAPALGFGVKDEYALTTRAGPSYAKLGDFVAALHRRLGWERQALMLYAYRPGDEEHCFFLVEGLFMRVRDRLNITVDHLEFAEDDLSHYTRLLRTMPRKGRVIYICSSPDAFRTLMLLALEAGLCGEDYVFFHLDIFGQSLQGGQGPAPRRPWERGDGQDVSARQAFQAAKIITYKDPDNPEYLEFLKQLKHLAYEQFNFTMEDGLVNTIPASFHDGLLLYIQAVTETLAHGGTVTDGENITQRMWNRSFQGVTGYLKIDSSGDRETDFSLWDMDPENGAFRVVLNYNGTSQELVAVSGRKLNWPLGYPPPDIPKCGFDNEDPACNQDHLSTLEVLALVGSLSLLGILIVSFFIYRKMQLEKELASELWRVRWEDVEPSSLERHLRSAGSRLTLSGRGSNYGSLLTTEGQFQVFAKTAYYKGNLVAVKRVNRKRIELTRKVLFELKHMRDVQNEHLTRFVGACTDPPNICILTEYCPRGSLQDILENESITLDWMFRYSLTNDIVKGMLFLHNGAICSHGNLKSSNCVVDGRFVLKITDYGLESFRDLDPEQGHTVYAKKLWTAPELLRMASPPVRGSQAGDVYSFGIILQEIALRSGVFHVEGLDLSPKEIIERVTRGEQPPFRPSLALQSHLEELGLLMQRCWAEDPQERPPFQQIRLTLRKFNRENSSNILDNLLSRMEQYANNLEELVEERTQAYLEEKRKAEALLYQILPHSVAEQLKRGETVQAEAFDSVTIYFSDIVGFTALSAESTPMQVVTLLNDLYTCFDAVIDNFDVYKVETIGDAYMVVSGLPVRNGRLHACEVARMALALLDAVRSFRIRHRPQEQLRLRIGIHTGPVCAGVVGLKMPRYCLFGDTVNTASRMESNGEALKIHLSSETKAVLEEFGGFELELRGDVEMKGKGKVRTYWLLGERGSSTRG
SMARCA2 act: SMARCA2 (BRM) function activators, primary screen, cell-based, luminescence, high throughput. MG213 cells, MMTV-luciferase reporter, dexamethasone, overnight. 370,000 tested, 1% active. activation, % at 9.1 µM; in the data active = activation above about 7.8%;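 also: 0% = vehicle wells and 100% = reference activator wells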
ASAP1 inh: inhibitors of human ASAP1 ArfGAP activity, primary screen, biochemical, fluorescence polarization; Arf-GAP with SH3 domain, ANK repeat and PH domain-containing protein 1 (Homo sapiens), …; ASAP1-stimulated ARF1 GTP hydrolysis, GDP FP detection; inhibition, % at 16.5 µM; 360,000 tested, 0.19% active; in the data active = inhibition above about 25%;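 also: 0% = vehicle with enzyme and substrate and 100% = no enzyme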
HTRA1 inhibitor: HTRA1 serine protease inhibitors, primary screen, biochemical, fluorescence polarization, HTS; inhibition, % at 5.96 µM; 340,000 tested, 0.5% active; AID 504803, 2011; Q92743; recombinant HTRA1, FP-rhodamine activity-based probe; in the data active = inhibition above about 36%;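 also: 0% = enzyme with DMSO and 100% = wells lacking enzyme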
rCAG RNA binder: binders of r(CAG) RNA repeats, primary screen, biochemical, fluorescence; r(CAG) RNA repeat, TO-PRO-1 dye displacement fluorescence; inhibition, % at 3 µM; 370,000 tested, 1.3% active;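 active = inhibition above the plate cutoff, the mean of all test compounds on that plate plus 3 SD, cut at about 35% in these data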;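 also: 0% = DMSO alone and 100% = 100 µM mitoxantrone as full dye displacement; higher means more dye released from RNA so lower well fluorescence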
* hit, by the source's call; · = not tested or not shown.

Sequence of screens – Rev-erbA mod	ABHD4 inh	GC-B act	ARFGAP1 inh	PG9 Ab binder	NPR1 activator	SMARCA2 act	ASAP1 inh	HTRA1 inhibitor	rCAG RNA binder
- CCC(CC)Nc1ccc(C(CC(N)=O)NC(=O)Cc2cccc3ccccc23)cc1[N+](=O)[O-] (stereo unspecified)
  0	2	3	-3	-0.1	3	2	-9	-5	5
- COc1ccccc1OCC(=O)Nc1ccc(S(=O)(=O)Nc2nc(C)cc(C)n2)cc1
  -4	1	-12	-1	-2.4	-6	1	-26	10	5
- CN(CC(=O)Nc1ccc(F)cc1)C(=O)Cn1c(=O)oc2ccccc21
  -7	5	4	13	0.2	0	-1	-6	-2	4
- CC(=O)Nc1cc2nn(-c3ccccc3)nc2cc1C
  -4	-6	0	0	0.3	13	7	7	-14	4
- O=C(/C=C/c1ccc(Cl)cc1)NCCCN1CCOCC1
  -3	2	1	15	1.0	3	2	3	2	-3
- COc1ccc(S(=O)(=O)N2CCC(N3CCCCC3)CC2)cc1
  2	3	6	11	-0.4	-2	2	1	3	1
- CCn1c(C2CC(=O)N(c3ccc(C)c(C)c3)C2)nc2ccccc21 (stereo unspecified)
  3	-13	3	5	0.8	2	-1	-10	-8	-1
- CCOc1ccccc1NC(=O)CCS(=O)(=O)c1cccs1
  9	0	-7	-3	-1.2	3	0	-2	1	1
- Cc1cc(C)c(NC(=O)CCCN2CCCC2)c(C)c1
  0	-21	0	-1	0.7	5	-4	2	0	2
- CCOC(=O)C1(CCOc2ccccc2)CCN(Cc2cnc(SC)nc2)CC1
  0	-2	7	-8	-1.1	-4	-7	1	-4	-10
- CC(=O)c1ccc(N2CCN(S(=O)(=O)c3cc4c(cc3C)NC(=O)CO4)CC2)cc1
  31*	-5	-2	11	37*	-8	-6	-20	-1	10
- CNC(=O)c1nc(C)c(C2(C)CC(c3ccccc3)=NO2)s1 (stereo unspecified)
  -3	3	0	-5	-0.8	1	1	-15	1	-4
- CCCCNC(=O)c1ccc(Cn2c(=S)[nH]c3c([nH]c4ccc(OC)cc43)c2=O)cc1
  1	21	8	20	-1.2	11	-3	1	-3	7
- COc1cccc(CNC(=O)CN2C(=O)COc3ccc(S(=O)(=O)N4CCCCCC4)cc32)c1
  -2	2	-3	-8	0.8	-3	-1	8	-4	-1
- CCOC(=O)N1CCN(c2c(NCCOC)c(=O)c2=O)CC1
  -2	5	1	14	1.2	4	1	-13	4	0
- CCC(=Nc1ccc(Cc2ccncc2)cc1)c1c(O)n(C)c(=O)n(C)c1=O
  2	2	-1	-2	-0.8	-1	2	-5	4	1
- Cc1[nH]c(=O)[nH]c(=O)c1S(=O)(=O)N1CCCC1
  -3	-8	6	8	-0.8	5	-1	9	5	7
- CCOC(=O)c1nnn(-c2nonc2N)c1COc1cc(C)c(Cl)c(C)c1
  1	-19	-1	1	-2.2	27	0	-1	-38	-1
- COn1c(SCc2ccccc2)nc2ccccc2c1=O
  4	-13	1	-2	-0.4	-5	-4	-5	-16	1
- Cc1ccccc1NC(=O)c1c(C)cc(=O)oc1C
  5	-14	2	-1	-1.0	0	-4	9	8	-5
- CCN(CC(=O)Nc1ccccc1OC)C(=O)c1cc(-c2ccccc2)nn1-c1ccccc1
  -5	13	-6	-3	-0.4	-14	-2	2	-33	0
- O=C(Nc1c2c(nn1-c1cccc(Cl)c1)CS(=O)(=O)C2)c1cccs1
  2	-14	-10	3	-0.8	-24	2	3	-6	9
- Cc1[nH]n(-c2ccc([N+](=O)[O-])cc2)c(=O)c1C=NCCN1CCN(C(=O)c2ccccc2F)CC1
  7	2	-1	-4	-1.7	7	-2	15	-4	0
- Cc1cccc(N2CCN(C(=O)c3cc(S(=O)(=O)N4CCCC4)cn3C)CC2)c1C
  9	-5	-4	8	1.7	-6	-1	10	2	2
- COc1ccccc1NC(=O)COc1ccccc1C(=O)c1cnn(-c2ccccc2)c1
  -3	-25	0	-9	-4.8	-8	5	11	-32	-1
- Cc1ccc(N(CCC(=O)N2CCOCC2)S(=O)(=O)c2ccccc2)cc1
  -1	5	1	-9	-2.6	-2	2	-22	6	-3
- Cc1n[nH]c(=O)c2c(NC(=O)CSc3ccccc3Cl)oc(C)c12
  0	11	0	3	-0.1	0	-1	-5	3	2
- COC(=O)CCC(=O)Nc1sc(C)c(C)c1C(N)=O
  0	5	2	14	2.2	8	1	8	4	4
- CC(C)Oc1cc(F)ccc1-c1cc(C(=O)NC2CCCCC2)[nH]n1
  -10	-5	-1	9	0.2	-3	0	-11	·	-1
- CC1C=CC(C)C(C(=O)c2ccccc2)C1C(=O)c1ccccc1 (stereo unspecified)
  6	-11	-7	6	-2.0	-7	-4	8	-12	3
- O=C(O)c1ccc(S(=O)(=O)c2ccc3c(c2)C(=O)N(CC2CCCO2)C3=O)cc1 (stereo unspecified)
  -3	-9	1	-8	0.3	-1	-1	-4	2	6
- Cc1cc2ncn(CC(O)COc3cccc(C(=O)O)c3)c2cc1C (stereo unspecified)
  2	-8	-3	10	1.2	-2	0	9	0	1
- CC1=NC(C)(C)Cc2ccccc21
  2	-1	0	9	0.7	-2	-2	2	8	2
- O=C(c1ccc(Cl)cc1)N1CCCC(C(=O)N2CCc3ccccc3C2)C1 (stereo unspecified)
  1	-8	3	4	-2.2	-4	-4	-1	-6	-3
- CCOc1ccc(Br)cc1S(=O)(=O)Nc1ccc(Cl)c(S(=O)(=O)N(CC)c2ccccc2)c1
  8	-31	-4	-5	-1.8	3	-2	-1	-61	30
- COc1ccccc1-c1nnc(NC(=O)c2ccc(S(=O)(=O)N3CCCC3)cc2)o1
  -2	-2	1	-8	-1.1	-2	2	5	18	12
- CC(C)CC1NC(=O)c2cc(Cl)ccc2-n2c1nc1ccc(F)cc1c2=O (stereo unspecified)
  1	-1	5	-5	-0.8	-5	1	-11	·	-2
- Nc1nonc1-n1nnc(C(=O)N/N=C/c2cccc(F)c2)c1-c1ccccc1
  1	-6	-5	12	-1.9	2	-2	4	-5	3
- O=C(Nc1nc(-c2cc3ccccc3oc2=O)cs1)c1ccco1
  -11	-15	-5	10	0.9	2	17*	2	-27	24
- CSc1ncccc1C(=O)OCC(=O)c1ccc(S(=O)(=O)N2CCCCC2)cc1
  1	-13	-4	10	1.3	0	-2	12	-13	14
- Cc1cc(C)c(C(=O)NNC(=O)c2cccnc2)c(C)c1
  1	1	5	-5	-0.6	1	-2	-3	8	1
- CC(NC(=O)Nc1cccnc1)(C(F)(F)F)C(F)(F)F
  -3	1	0	8	1.2	3	0	1	2	-3
- Cn1c(NC(=O)c2ccccc2F)c(-c2cccs2)c(=O)c2ccccc21
  4	1	6	3	0.8	-2	-7	2	-57	-1
- CCN(CC)C(=O)CN(c1cccc(Br)c1)S(C)(=O)=O
  2	4	1	-2	0.5	-5	-2	6	·	-4
- CN(C)S(=O)(=O)c1cccc(NC(=O)COC(=O)c2ccc3ccccc3n2)c1
  0	0	0	4	0.1	1	1	-5	0	3
- O=C(NCc1ccc(F)cc1)c1ccc(CS(=O)(=O)c2ccc(Br)cc2)o1
  0	-5	4	4	-2.0	0	-4	-1	-2	0
- COc1ccc(C)cc1NC(=O)COC(=O)c1c(C)noc1C
  -8	0	0	2	-3.1	0	3	-13	9	-2
- CCNC(=O)c1ccc(C23CC4CC(CC(C4)C2)C3)o1
  -6	-4	2	-16	-1.4	6	-4	-7	4	-5
- Cc1ccc(OCCN(C)C)c([N+](=O)[O-])c1
  0	3	-4	-4	0.3	2	-1	-12	0	-4
- CCN(CC)c1nc2nonc2nc1N(CC)CC
  6	6	3	0	-0.6	-2	1	2	-4	0
- Clc1ccc(Cl)c2sc(N3CCOCC3)nc12
  0	-2	-7	-11	-2.9	-15	-2	3	-11	-2
- Cc1cc(NC(=O)CSc2nnc(-c3ccccc3)o2)no1
  -6	-2	-5	4	0.0	1	1	-2	10	-2
- COc1ccc(Nc2nc(N3CCOCC3)nc(N3CCOCC3)n2)cc1
  0	0	1	4	1.5	2	-1	5	2	-5
- CC1CCN(CC(=O)NCCc2ccc(F)cc2)CC1
  4	4	3	10	0.2	2	-1	11	0	-5
- CCc1nc(Nc2ccc(O)cc2)c2oc3ccccc3c2n1
  5	2	5	3	-2.3	2	-2	2	13	1
- CCCC(=O)Nc1cccn(Cc2ccccc2Br)c1=O
  -6	4	7	3	-3.2	0	0	-5	4	-6
- Cc1cc(C)n2nc(C(F)(F)F)c(-c3ccccc3)c2n1
  0	0	-5	1	0.3	-4	-3	2	-8	-4
- Cc1ccccc1NC(=O)COC(=O)c1ccccc1SCC(=O)N1CCCC1
  5	-3	12	0	-0.3	4	0	4	3	-6
- CC(=N)C1=C(O)CC(C)(C)CC1=O
  -4	2	-2	1	-0.9	2	2	-9	1	0
- CC(C)CC(=O)Nc1nc2ccc(S(C)(=O)=O)cc2s1
  -6	-14	6	2	-1.8	2	3	9	1	0

Remaining list, next part
Sequence of screens – Rev-erbA mod	ABHD4 inh	GC-B act	ARFGAP1 inh	PG9 Ab binder	NPR1 activator	SMARCA2 act	ASAP1 inh	HTRA1 inhibitor	rCAG RNA binder
- Cc1cc2nc(Sc3c([N+](=O)[O-])nc(C)n3Cc3ccccc3)[nH]c2cc1C
  1	8	1	7	0.3	-2	0	1	-5	5
- CCCN1CCN(CCCNC(=O)CCCn2nc(C)c3sc4ccccc4c3c2=O)CC1
  -4	-2	0	-6	-1.6	3	-1	-6	1	-8
- Cc1ccc(NC(=O)C(C)SCc2ccccc2)cc1 (stereo unspecified)
  -4	-2	-2	-4	0.6	0	1	-5	-12	1
- O=C(CCNS(=O)(=O)c1ccccc1)N1CCCCCC1
  0	-3	3	6	-2.1	-1	2	1	0	0
- O=C(O)CC1CC(O)CCC1=O (stereo unspecified)
  5	-8	3	-11	-0.5	6	-2	5	·	1
- COCCNC(=O)C1(C)CCN(C(=O)c2cc(C(C)(C)C)nn2C)C1 (stereo unspecified)
  9	7	2	-7	-0.2	5	-1	-14	·	0

3 compounds already listed, ordered by heavy-atom count, falling.
Sequence of screens – Rev-erbA mod	ABHD4 inh	GC-B act	ARFGAP1 inh	PG9 Ab binder	NPR1 activator	SMARCA2 act	ASAP1 inh	HTRA1 inhibitor	rCAG RNA binder
- CCCN1CCN(CCCNC(=O)CCCn2nc(C)c3sc4ccccc4c3c2=O)CC1
  -4	-2	0	-6	-1.6	3	-1	-6	1	-8
- COCCNC(=O)C1(C)CCN(C(=O)c2cc(C(C)(C)C)nn2C)C1 (stereo unspecified)
  9	7	2	-7	-0.2	5	-1	-14	·	0
- Cc1ccc(NC(=O)C(C)SCc2ccccc2)cc1 (stereo unspecified)
  -4	-2	-2	-4	0.6	0	1	-5	-12	1
